Compound activity (PubChem)
BRCA1 expr act: qHTS Assay to Identify Small Molecule Activators of BRCA1 Expression; MCF7-BRCA1-FFLuc reporter, luminescence, 48 h; response scale: scaled: vehicle 0%, 10 µM genistein 100%; Potency, µM (top dose mostly 46.1 µM), for inactives: at the highest dose activation, most hits filed as activators; hit rate 1.1% among 380,000; AID 624202, 2012; note: potency is the fitted concentration of half-maximal effect; nearly all actives have a fitted effect of over 80% in size; some results filed as inactive show a strong effect at the top dose
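Compounds are tested at multiple concentrations on MCF7 BRCA1-luciferase reporter cells seeded at 2000 per well; after 48 h, a single luminescence end-point is taken and curves fitted to the normalized data.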
a7 integrin act: qHTS for Activators of Integrin-Mediated Alleviation for Muscular Dystrophy | hit rate 0.064% among 350,000 | Potency, µM (doses to about 38.3 µM), for the others: at the top dose activation, most hits filed as activators | alpha7betagal myoblasts, beta-gal FDG fluorescence, 48 h;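 note: potency is the fitted concentration of half-maximal effect; 100% = response of the positive control SU9516; nearly all actives have a fitted effect of over 60% in size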
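alpha7betagal+/- myoblasts (passage 13, 250/well) treated 48 h at 37C with compounds at 1:260 dilution of DMSO stock. Lysed, then beta-galactosidase activity read as FDG fluorescence (ex 480/em 540) after 30 min, with pre-read for autofluorescence.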
TRPV1 agonist: HTS Assay for Compounds that Act as Agonists of the Vanilloid Receptor 1; Transient receptor potential cation channel subfamily V member 1 (Homo sapiens), Q8NER1; TRPV1-expressing cells, Fluo-8 calcium influx, agonist mode; activation, % at 8.33 µM; hit rate 0.19% among 320,000; in the data active = activation above about 80%; inconclusive = between about 30% and that limit; note: 0% is about no effect
Target sequence (Q8NER1 whole entry, looked up): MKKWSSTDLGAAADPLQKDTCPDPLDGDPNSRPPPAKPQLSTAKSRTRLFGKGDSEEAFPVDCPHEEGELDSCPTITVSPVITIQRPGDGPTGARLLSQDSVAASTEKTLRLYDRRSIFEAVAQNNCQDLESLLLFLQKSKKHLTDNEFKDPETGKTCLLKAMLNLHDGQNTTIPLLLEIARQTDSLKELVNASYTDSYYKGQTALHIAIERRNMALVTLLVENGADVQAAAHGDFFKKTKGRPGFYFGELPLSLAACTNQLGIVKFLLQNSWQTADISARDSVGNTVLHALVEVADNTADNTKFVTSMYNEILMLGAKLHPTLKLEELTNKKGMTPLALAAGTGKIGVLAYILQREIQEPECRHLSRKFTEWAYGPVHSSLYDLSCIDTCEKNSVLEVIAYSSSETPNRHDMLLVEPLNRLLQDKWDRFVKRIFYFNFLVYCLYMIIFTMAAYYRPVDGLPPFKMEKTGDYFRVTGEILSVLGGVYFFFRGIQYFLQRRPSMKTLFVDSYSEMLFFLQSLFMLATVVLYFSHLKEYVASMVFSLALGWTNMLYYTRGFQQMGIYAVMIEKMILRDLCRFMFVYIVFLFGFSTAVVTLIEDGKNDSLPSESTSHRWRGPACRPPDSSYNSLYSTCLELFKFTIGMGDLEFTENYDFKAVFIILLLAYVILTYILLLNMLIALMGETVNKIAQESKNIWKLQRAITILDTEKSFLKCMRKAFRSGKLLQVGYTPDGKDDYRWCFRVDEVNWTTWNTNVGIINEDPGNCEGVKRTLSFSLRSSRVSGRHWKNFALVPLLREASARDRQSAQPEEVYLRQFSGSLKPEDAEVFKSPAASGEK
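Cells expressing TRPV1 were dye-loaded with Fluo-8 and read kinetically: 10 s baseline, 3 min after compound (agonist portion), then 2 min after EC20 capsaicin (allosteric enhancer portion). Calcium-bound dye fluorescence at 480/520 nm.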
B2AR arrestin: qHTS assay of beta-arrestin-biased ligands of beta2-adrenergic receptor | Potency, µM (series often up to 46.1 µM), inactives show top-dose activation, actives largely listed as activators | hit rate 0.02% among 330,000 | Beta-2 adrenergic receptor (Homo sapiens), P07550 | beta-arrestin recruitment to beta2AR, cell-based reporter;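 note: potency is the fitted concentration of half-maximal effect; 0% = DMSO controls and full agonism = EC100 isoproterenol or metaproterenol; nearly all actives have a fitted effect of over 65% in size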
A-T KAP1 phos: qHTS Assay for Identifying a Potential Treatment of Ataxia-Telangiectasia; AID 485349, 2010; […] A-T fibroblasts, KAP-1 phosphorylation AlphaLISA; neocarzinostatin DNA damage 30 min before lysis; hit rate 0.19% among 320,000; Potency, µM (doses to about 57.5 µM), without a hit: top-dose activation, most hits filed as activators; note: potency is the fitted concentration of half-maximal effect; % of control where 0% means no effect; nearly all actives have a fitted effect of over 45% in size
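hTERT-immortalized A-T patient fibroblasts ([…]), 500 cells/well in OPTI-MEM, 1% FBS, got compounds for 60 min, then NCS for 30 min at 37C. Lysates were then assayed for phospho-KAP-1 by AlphaLISA (anti-pKAP1 donor, anti-KAP1 acceptor beads), 6 hr at 25C.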
TCR activator: Activators of T cell receptors: qHTS campaign | 330,000 tested, under 10 active | Potency, µM (top dose mostly 9.22 µM), for the others: top-dose activation of IL-2 secretion, actives largely listed as activators | AID 504894, 2011 | primary human leukocytes, anti-CD3, IL-2 HTRF, 48 h; note: % of control where 0% means no effect
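Primary human leukocytes incubated 48 hr with anti-CD3 beads plus compound, without co-stimulation. Secreted IL-2 measured by HTRF (europium cryptate/d2 anti-IL-2 pair, 320 nm excitation, 665 nm emission).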
CXXC DNA block: qHTS Fluorescence Polarization Assay for Inhibitors of MLL CXXC domain - DNA interaction; MLL-CXXC / FITC-HOXA9 DNA fluorescence polarization; Potency, µM (top dose mostly 115 µM), for inactives: at the top dose activity change, negative = inhibition, hits mostly inhibitors; hit rate 0.037% among 290,000; AID 2662, 2010; active = well fitted inhibition curve with a large enough effect in the polarisation, with a control signal flat, not every such curve was filed as active; inconclusive = small, poorly fitted or top-dose-only effect, or effect the other way, or a change in a side signal; inactive = no such curve, though single readings can be large or run the other way; the % refers to the polarisation; note: potency is the fitted concentration of half-maximal effect
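Purified MLL-CXXC (added from a 7 uM solution) was preincubated 5 min at ambient with pinned compounds in 50 mM Tris-HCl pH 7.5, 50 mM NaCl, 1 mM DTT, 0.05% BSA. Fluorescein-labeled HOX-A9 DNA (50 nM solution) followed, 30 min, then polarization read.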
ELG1 DNA repair: qHTS screen for small molecules that inhibit ELG1-dependent DNA repair in human embryonic kidney (HEK293T) cells expressing luciferase-tagged ELG1. HEK293T ELG1-luciferase reporter, luminescence, 16 h; DNA damage induced by 5-fluorouridine. Potency, µM (series often up to 46.1 µM), without a hit: top-dose activity change, negative = inhibition, most hits filed as inhibitors. hit rate 2.3% among 330,000. AID 504467, 2011; note: potency is the fitted concentration of half-maximal effect; % is set by controls: 0 for no effect and ±100 for the full control effect; nearly all actives have a fitted effect of over 55% in size
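Quantitative HTS, concentration-response format. 2,000 cells/well co-treated with 5-fluorouridine and compound, 16 hr in 5% CO2 at 37 °C; ONE-Glo luminescence read after 30 min.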
p53 reactivator: qHTS assay for re-activators of p53 using a Luc reporter; hit rate 0.063% among 320,000; Potency, µM (highest dose often 92.2 µM), for inactives: at the highest dose activity change, positive = activation, actives largely listed as activators; H1299 p53-A138V BP100-luciferase reporter, luminescence, 24 h; note: potency is the fitted concentration of half-maximal effect; % of control where 0% means no effect; nearly all actives have a fitted effect of over 45% in size
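H1299 (p53-null), stable ts p53-A138V + BP100-Luc; 1000 cells/well, Opti-MEM/10% FBS; cpd 4 pt, 1:5; 24 h, 37 deg C, 5% CO2; detection reagent 10 min RT; luminescence.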
PTAP TSG101 blk: qHTS Assay for Iinhibitors of HIV-1 Budding by Blocking the Interaction of PTAP/TSG101 | Potency, µM (top dose mostly 115 µM), without a hit: at the top dose activity change, negative = inhibition, usual class: inhibitors | Tumor susceptibility gene 101 protein (Homo sapiens), Q99816 | Fluorescence polarization, FITC-PTAP peptide / Tsg101 binding | 340,000 tested, under 10 active | AID 493005, 2010; active = well fitted inhibition curve with a large enough effect in the main read-out, with a control signal flat, not every such curve was filed as active; inconclusive = small, poorly fitted or top-dose-only effect, or effect the other way, or a change in a side signal; inactive = no such curve, though single readings can be large or run the other way; note: potency is the fitted concentration of half-maximal effect; % of control where 0% means no effect
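Fluorescence anisotropy tracks displacement of a FITC-tagged PTAP peptide (50 nM) from the Tsg101 binding domain (10 uM), following a 20 min room-temperature incubation at pH 7.5.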
Numbers without * were called inactive; ? = inconclusive; · = no result given; [ ] = another dose, or the depositor's remark. Unless noted, calls come from the whole dose curve; as a rule, active = well fitted curve in the direction sought with a large enough effect; inconclusive = small, poorly fitted or top-dose-only effect, or another doubt; inactive = no such curve, though single readings can be large; an effect the other way counts as inactive or inconclusive.

SMILES	BRCA1 expr act	a7 integrin act	TRPV1 agonist	B2AR arrestin	A-T KAP1 phos	TCR activator	CXXC DNA block	ELG1 DNA repair	p53 reactivator	PTAP TSG101 blk
COc1ccc(C(=O)/C=C/Sc2nc3ccccc3o2)cc1	-60%	-57%[inhibitor]	2	3.3%	-8%	5%	-6%	?	-13%	-3%
Cc1nnc(NC(=O)c2ccc(S(=O)(=O)N3CCCCC3)cc2)s1	-17%	43%	·	-0.1%	6%	1%	·	7%	-6%	-2%
COc1ccc(NC(=O)C2CCOC2=O)cc1 (stereo not given)	1%	6%	·	·	·	-5%	·	·	·	-2%
COc1ccc(NC(=O)CN(C)C(=O)c2ccc(NS(=O)(=O)c3ccc(C)c([N+](=O)[O-])c3)cc2)cc1	-24%	8%	-1	-0.2%	2%	-8%	·	22%	4%	0%
N#Cc1sc(C(N)=O)c(-c2ccccc2)c1-c1ccccc1	-21%	-33%	11	-0.4%	4%	10%	-3%	-3%	-1%	2%
CCOC(=O)c1c(C=O)c(C)n(Cc2ccccc2)c1C	-4%	-13%	-7	-0.6%	·	-5%	2%	-16%	-7%	-5%
O=C(NC(O)C(=O)c1ccccc1)c1ccc(F)cc1 (stereo not given)	-5%	0%	9	0.5%	-5%	-2%	6%	0%	10%	-2%
CN(C(=O)CSCC(=O)O)C1CCCCC1	9%	-18%	-1	-0.6%	3%	-9%[46.1 µM]	3%	6%	-4%	2%
c1ccc(Cc2noc(CN3CCN(Cc4ccc5c(c4)OCO5)CC3)n2)cc1	1%	-12%	6	-0.1%	1%	·	28%	-15%	-5%	0%
Cc1cccc(N/C=C/C(=C(C#N)C#N)N(C)C)c1	-63%	-14%	7	-0.1%	5%	7%	5%	12%	-7%	1%
CCN(C[C@H]1N[C@@](Cc2ccccc2)(C(=O)OC)[C@H]2C(=O)N(Cc3ccccc3)C(=O)[C@@H]12)C(=O)Nc1ccc(C)cc1	-37%	-2%	·	-0.5%	4%	1%	·	?	4%	-12%
C=CCc1cc(/C=C2/NC(=O)N(CC)C2=O)cc(OCC)c1OCc1ccc(C(=O)O)cc1	-20%	-6%	3	-0.4%	-4%	-1%[46.1 µM]	3%	?	-8%	0%

A few values from the results shown:
`COc1ccc(NC(=O)C2CCOC2=O)cc1` (stereo not given) in BRCA1 expr act is listed with 1%
`COc1ccc(NC(=O)CN(C)C(=O)c2ccc(NS(=O)(=O)c3ccc(C)c([N+](=O)[O-])c3)cc2)cc1` in A-T KAP1 phos is listed with 2%

More structures.
SMILES	BRCA1 expr act	a7 integrin act	TRPV1 agonist	B2AR arrestin	A-T KAP1 phos	TCR activator	CXXC DNA block	ELG1 DNA repair	p53 reactivator	PTAP TSG101 blk
Cc1cc(C)nc(Nc2n[nH]c(COc3ccc(Cl)cc3)n2)n1	1%	-3%	2	0.2%	-7%	·	2%	10%	20%	-3%
Cc1sc2ccccc2[n+]1CCC(C)S(=O)(=O)[O-] (stereo not given)	-7%	3%	-1	-0.4%	2%	1%	2%	-2%	-5%	0%
CCN1CCCC1CNC(=O)CCc1nnc(CCC2CCCCC2)o1 (stereo not given)	11%	-22%	-1	0.1%	0%	5%	19%	5%	-4%	-1%
C#CCOCCOCCOCCNc1nc(N2CCN(C(=O)Cn3cc(CCO)nn3)CC2)nc(N2CCN(C(=O)[C@H]([C@@H](C)O)n3cc(CCCCN)nn3)CC2)n1	3%	0%	-5	0.3%	0%	0%	12%	3%	4%	-2%
CNC(=O)c1c(NC(=O)c2cccc(C)c2)sc2c1CCC2	4%	5%	-2	-0.1%	13%	-10%	3%	?	-17%	-1%
CCN1CCN(C(=O)c2ccc3c(Cl)c4c(nc3c2)CCCC4)CC1	-14%	-30%	3	-0.3%	-13%	-1%	37%[activator]	6%	-2%	-1%
O=C(C1CC(Cl)CN1S(=O)(=O)c1ccc(Cl)cc1)N1CCOCC1 (stereo not given)	-8%	-2%	-1	0.1%	8%	4%	8%	9%	2%	-2%
COc1ccc2cc3cc(C(=O)N4CCN(c5ccccn5)CC4)oc3nc2c1	-4%	-13%	11	-0.3%	-6%	-9%	40%[activator]	-4%	3%	-5%
CCc1ccc(NCCC(=O)c2ccc(Br)cc2)cc1	20%	16%	-5	0.6%	5%	3%	-9%	16%	6%	-3%
O=C(Nc1nccs1)C1CCCCN1S(=O)(=O)c1ccccc1 (stereo not given)	-14%	4%	1	0.2%	-18%	1%	-5%	11%	2%	-2%
Clc1cccc(N2CCN(CCCN3CCN(c4ccccc4)CC3)CC2)c1	-33%	-59%[inhibitor]	·	·	·	-4%	·	·	·	-5%
COc1ccc(C(=O)c2c(C(F)(F)F)oc3c2C(=O)c2ccccc2C3=O)cc1OC	-98%	-69%[inhibitor]	0	-0.2%	·	-1%	4%	3.7µM*	-15%	0%
CCCn1cc(NC(=O)c2cc3n(n2)C(C(F)(F)F)CC(c2ccccc2)N3)cn1 (stereo not given)	-11%	11%	12	-0.4%	0%	-19%	-1%	4%	2%	2%
CCOC(=O)c1cnc2ccc(OCC)cc2c1NCc1ccccc1OC	-79%	-55%[inhibitor]	?	0.1%	11%	2%	1%	?	-5%	0%
CC1Cc2ccccc2N1C(=O)CSc1nnc(-c2ccc(S(=O)(=O)N3CCCC3)cc2)n1C (stereo not given)	-23%	-29%	-1	0.3%	3%	-11%[46.1 µM]	4%	?	1%	0%
CSCC[C@H](NC(=O)N1CCn2c1nc1ccccc12)C(=O)NCc1ccc(F)cc1	-37%	0%	3	-0.2%	15%	2%	7%	?	-3%	4%
CCC1CN(C(=O)N2CCC(C(=O)NCc3ccccc3OC)CC2)c2ccccc2O1 (stereo not given)	-5%	-11%	0	-1.1%	6%	-14%	-5%	-6%	-3%	-4%
COC(=O)Cc1ccc(OCc2ccc(Cl)nc2)cc1	?	-1%	-6	0.2%	-2%	5%	4%	?	6%	-1%
COC1=CC(=O)c2c(ccc3ncnc(N)c23)C1=O	-80%	-60%[inhibitor]	·	·	·	0%	·	·	·	-1%
COc1ccccc1N(CC(=O)NCc1ccco1)S(=O)(=O)c1ccc(C)cc1	-2%	5%	2	0.2%	11%	-1%	5%	-1%	4%	-9%
COc1ccc(C(=O)NCCNc2ccc([N+](=O)[O-])cn2)cc1	-10%	10%	2	-0.2%	2%	-3%	10%	8%	-4%	1%
CCOC(=O)C1=C(C)NC(SCC(=O)Nc2nc(C)cs2)=C(C#N)C1c1cccs1 (stereo not given)	·	·	-6	0.0%	-3%	·	-3%	21µM*	-56%[inhibitor]	·
O=C1NC(=O)/C(=C/c2ccccn2)S1	20%	-5%	2	1.2%	-15%	-2%	-19%	?	8%	-20%
O=S(=O)([N-]c1nc2ccccc2nc1-[n+]1ccc(-c2ccncc2)cc1)c1ccccc1	14%	-27%	8	0.1%	-4%	0%	?	?	4%	?
CNc1ccc(/C=C(\C#N)C(=O)Nc2ccccn2)cc1[N+](=O)[O-]	12%	12%	-2	-0.2%	-9%	7%	?	16%	20%	?
COc1ccc(S(=O)(=O)Nc2nc3ccccc3s2)cc1OC	0%	1%	-3	0.2%	-10%	3%	-16%	22%	2%	-2%
COc1cc(C2CC(=O)Oc3cc(C)c(Cl)c(C)c32)cc(OC)c1OC (stereo not given)	-1%	18%	·	-0.1%	7%	1%[46.1 µM]	·	15%	-7%	-6%

Some entries already given, limited to a7 integrin act, ELG1 DNA repair and p53 reactivator:
structure | a7 integrin act | ELG1 DNA repair | p53 reactivator
CCC1CN(C(=O)N2CCC(C(=O)NCc3ccccc3OC)CC2)c2ccccc2O1 (stereo not given) | -11% | -6% | -3%
COC(=O)Cc1ccc(OCc2ccc(Cl)nc2)cc1 | -1% | ? | 6%
COC1=CC(=O)c2c(ccc3ncnc(N)c23)C1=O | -60%[inhibitor] | · | ·
COc1ccccc1N(CC(=O)NCc1ccco1)S(=O)(=O)c1ccc(C)cc1 | 5% | -1% | 4%
COc1ccc(C(=O)NCCNc2ccc([N+](=O)[O-])cn2)cc1 | 10% | 8% | -4%
CCOC(=O)C1=C(C)NC(SCC(=O)Nc2nc(C)cs2)=C(C#N)C1c1cccs1 (stereo not given) | · | 21µM* | -56%[inhibitor]

An unsorted share of the library; overall some 3.8% were active at least once.
